Compound activity (PubChem)
Giardia killer = Giardia lamblia killing | Giardia lamblia trophozoite viability | activity change, % at 7.66 µM, hits read low | 340,000 compounds, 0.15% hits | AID 540267; in the data active = activity change below about -80%; inconclusive = between about -30% and that limit;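 also: parasites exposed to compound for two days anaerobically before the ATP read; % is scaled to controls: 0 for no effect and ±100 for the full control effect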
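Compounds were tested on trophozoites seeded at 100 cells/well and held 48 hrs at 37 deg C anaerobically. An ATP-based luminescent kit measured the remaining live cells.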
PKM2 activator = activators of human pyruvate kinase M2; P14618; purified PKM2, Kinase-Glo ATP luminescence, activation; response scale: 0% is enzyme alone, no compound; Potency, µM (highest dose often 57.5 µM), without a hit: top-dose activation, hits mostly activators; 260,000 compounds, 0.34% hits; AID 1631; also: potency is read from the fitted curve at half-maximal effect; % is scaled to controls: 0 for no effect and ±100 for the full control effect; nearly all actives have a fitted effect of over 55% in size
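Purified hPK-M2 (>95% pure) converted ADP (0.1 mM final) to ATP with 0.5 mM PEP in 50 mM imidazole pH7.2, KCl, MgCl2, Tween 20, BSA; 1 h at room temperature. ATP detected by Kinase-Glo luminescence.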
Menin-MLL TR inh = inhibitors of human menin-MLL interaction, mutant MLL peptide; Potency, µM (titrated, usually from 61.6 µM), for inactives: top-dose FP activity change, negative = inhibition, usual class: inhibitors; AID 1768; O00255; Menin + Texas Red MLL mutant peptide, fluorescence polarization; 270,000 compounds, 0.23% hits; active = well fitted inhibition curve with a large enough effect in the polarisation, with a control signal flat, not every such curve was filed as active; inconclusive = small, poorly fitted or top-dose-only effect, or effect the other way, or a change in a side signal; inactive = no such curve, though single readings can be large or run the other way; the % refers to the polarisation; also: potency is read from the fitted curve at half-maximal effect; % of control where 0% means no effect; many of its hits are not listed in these tables
B2AR arrestin = beta2AR (human) beta-arrestin recruitment activity; P07550; beta-arrestin recruitment to beta2AR, cell-based reporter; Potency, µM (highest dose often 46.1 µM), for the others: at the highest dose activation, usual class: activators; 330,000 compounds, 0.02% hits; AID 492947;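 also: potency is read from the fitted curve at half-maximal effect; 0% = DMSO controls and full agonism = EC100 isoproterenol or metaproterenol; nearly all actives have a fitted effect of over 65% in size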
FBPA coupling cs = inhibits coupling enzyme system, counter-screen for aldolase hits | coupling enzyme system counterscreen, AmpLite Red fluorescence | activity change, negative = inhibition, % at 58.2 µM, hits read low | 290,000 compounds, 0.67% hits; in the data active = activity change below about -30%; also: % is scaled to controls: 0 for no effect and ±100 for the full control effect
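Counterscreen lacking aldolase: glyceraldehyde-3-phosphate coupling-enzyme reagent preincubated 10 min at RT with compound (at 57.5 uM final), then substrate/coupling system with AmpLite Red added; fluorescence read at 525/598 nm after 20 min RT.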
Tb PFK inh = T. brucei PFK enzyme inhibition; O15648; T. brucei PFK, ADP-Glo luminescence; Potency, µM (titrated, usually from 57.5 µM), inactives show at the top dose activity, negative = inhibition, actives largely listed as inhibitors; 330,000 compounds, 0.17% hits; AID 485367;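 also: potency is read from the fitted curve at half-maximal effect; 0% = uninhibited 1x PFK enzyme wells and -100% = no-enzyme wells; nearly all actives have a fitted effect of over 60% in size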
Target sequence (O15648 whole entry, looked up): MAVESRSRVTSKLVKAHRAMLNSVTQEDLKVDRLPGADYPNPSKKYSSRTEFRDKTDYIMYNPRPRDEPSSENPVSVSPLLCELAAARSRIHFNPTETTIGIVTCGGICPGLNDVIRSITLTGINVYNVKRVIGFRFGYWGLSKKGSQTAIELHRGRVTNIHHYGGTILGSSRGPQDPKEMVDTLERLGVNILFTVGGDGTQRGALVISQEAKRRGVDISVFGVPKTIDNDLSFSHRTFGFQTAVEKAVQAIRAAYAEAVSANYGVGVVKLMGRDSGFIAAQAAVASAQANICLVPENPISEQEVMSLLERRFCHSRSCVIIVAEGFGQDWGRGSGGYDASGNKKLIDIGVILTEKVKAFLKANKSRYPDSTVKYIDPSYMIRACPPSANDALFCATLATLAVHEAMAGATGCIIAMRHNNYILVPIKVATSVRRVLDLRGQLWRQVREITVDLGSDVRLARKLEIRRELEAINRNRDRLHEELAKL
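Activity is normalized to no-enzyme wells (full inhibition) and 1.25 nM enzyme wells (no inhibition). Reaction: 0.5 mM F6P, 0.1 mM ATP, 45 min RT, ADP-Glo luminescence; concentration-response curves fitted and classed by quality.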
GALK inhibitor = inhibitors of human galactokinase; P51570; Potency, µM (top dose mostly 57.5 µM), without a hit: at the top dose activity change, negative = inhibition, usual class: inhibitors; 270,000 compounds, 0.007% hits; Purified GALK, Kinase-Glo residual ATP luminescence; also: potency is read from the fitted curve at half-maximal effect; % is scaled to controls: 0 for no effect and ±100 for the full control effect
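Quantitative HTS: GALK 5 nM, ATP 35 uM, galactose 100 uM, 1 h room temperature, then luciferase-based ATP detection.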
S-ASM inh = human S-ASM enzyme inhibition | P17405 | placental ASM, HMU-PC fluorogenic substrate, 60 min | Potency, µM (top dose mostly 57.5 µM), for the others: top-dose activity change, negative = inhibition, hits mostly inhibitors | 340,000 compounds, 0.006% hits | AID 504937; also: potency is read from the fitted curve at half-maximal effect
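Human placenta-derived ASM preincubated with compound 10 min at room temperature, then reacted with 9 uM (final) fluorogenic HMU-PC substrate for 60 min at 37 C. Stop solution raises pH to 10; fluorescence read at Ex 386/Em 447 nm.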
TSG101-PTAP inh = blocks PTAP/TSG101 interaction to inhibit HIV-1 budding; Q99816; Fluorescence polarization, FITC-PTAP peptide / Tsg101 binding; Potency, µM (doses to about 115 µM), for inactives: top-dose activity change, negative = inhibition, most hits filed as inhibitors; 340,000 tested, under 10 active; AID 493005; active = well fitted inhibition curve with a large enough effect in the main read-out, with a control signal flat, not every such curve was filed as active; inconclusive = small, poorly fitted or top-dose-only effect, or effect the other way, or a change in a side signal; inactive = no such curve, though single readings can be large or run the other way; also: potency is read from the fitted curve at half-maximal effect; % of control where 0% means no effect
Target sequence (Q99816 whole entry, looked up): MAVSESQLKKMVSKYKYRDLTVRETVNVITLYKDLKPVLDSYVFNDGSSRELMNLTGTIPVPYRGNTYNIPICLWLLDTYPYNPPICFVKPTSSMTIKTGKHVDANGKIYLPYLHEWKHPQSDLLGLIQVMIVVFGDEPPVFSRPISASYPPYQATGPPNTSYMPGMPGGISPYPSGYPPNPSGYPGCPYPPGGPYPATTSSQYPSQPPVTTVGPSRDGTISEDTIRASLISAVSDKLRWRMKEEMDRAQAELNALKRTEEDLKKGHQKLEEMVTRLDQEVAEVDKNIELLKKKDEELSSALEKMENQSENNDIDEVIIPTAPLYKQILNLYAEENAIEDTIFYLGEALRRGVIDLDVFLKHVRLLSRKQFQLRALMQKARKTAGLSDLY
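Tsg101 binding domain (10 uM final) was mixed with compound and a FITC-labeled PTAP peptide (50 nM final) in HEPES pH 7.5 buffer with NaCl, Tween 20, EDTA and TCEP; fluorescence polarization was read after 20 min at r.t.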
a7 integrin act = activators of alpha7 integrin expression for muscular dystrophy | alpha7betagal myoblasts, beta-gal FDG fluorescence, 48 h | 350,000 compounds, 0.064% hits | Potency, µM (doses to about 38.3 µM), without a hit: at the highest dose activation, usual class: activators;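 also: potency is read from the fitted curve at half-maximal effect; 100% = response of the positive control SU9516; nearly all actives have a fitted effect of over 60% in size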
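Alpha7betagal+/- myoblasts (passage 13) were plated 16-24 hr, then exposed to compounds (1:260 dilution of DMSO stock) for 48 hours at 37C. After MPER lysis, β-galactosidase reporter activity was read as FDG fluorescence (ex 480/em 540) after 30 minutes.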
Chronic BCR inh = inhibitors of chronic active B-cell receptor signaling | 340,000 compounds, 0.05% hits | AID 493014 | Potency, µM (titrated, usually from 46.1 µM), for the others: at the top dose ratio change, negative = lower green/red ratio, usual class: inhibitors | ABC-DLBCL IkBa-CBG/CBR reporter, luminescence ratio, 4 h; active = well fitted inhibition curve with a large enough effect in the signal ratio, with a control signal flat, not every such curve was filed as active; inconclusive = small, poorly fitted or top-dose-only effect, or effect the other way, or a change in a side signal; the % refers to the signal ratio;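 also: potency is read from the fitted curve at half-maximal effect; plate controls were basal doxycycline-induced cells for no effect and cells given 10 µM MG132 for full effect; MG132 reads +100%, hits lower the ratio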
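Concentration-response series (up to 46 uM) were applied to TMD8 dual-reporter cells for 4 h at 37C with doxycycline. Green/red ratio, after filter-overlap correction, defined %Activity; red signal alone was normalised to basal cells and zero luminescence.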
Numbers without * were called inactive; ? = inconclusive; . = no result given; [ ] = remark or other dose. Unless noted, calls follow the shape of the dose curve; as a rule, active = well fitted curve in the direction sought with a large enough effect; inconclusive = small, poorly fitted or top-dose-only effect, or another doubt; inactive = no such curve, though single readings can be large; an effect the other way counts as inactive or inconclusive. The list is partial (hit frequency here may not be typical).

SMILES	Giardia killer	PKM2 activator	Menin-MLL TR inh	B2AR arrestin	FBPA coupling cs	Tb PFK inh	GALK inhibitor	S-ASM inh	TSG101-PTAP inh	a7 integrin act	Chronic BCR inh
COc1ccc(C2CC(c3ccccc3)=NN2C(=O)COC(=O)c2nc3nc(C)cc(C)n3n2)cc1 (stereo not drawn)	-15	-1%	-4%	0.0%	2	2%	0%	-10%	-6%	5%	2%
C/C(Cc1ccccc1)=N\NC(=O)CNC(=O)Cc1ccccc1	4	-5%	.	0.0%	-1	-15%	4%	-3%	1%	?	2%
CC1CCCCN1C(=O)COC(=O)c1ccc2c(c1)C(=O)N(Cc1ccco1)C2=O (stereo not drawn)	-8	.	.	0.3%	.	-7%	.	1%	-1%	23%	2%
CC(=O)Nc1ccc(C(=O)OCC(=O)N2CCCC2)cc1	1	-1%	5%	-0.4%	-3	-6%	1%	3%	0%	9%	?
Cc1ccc(NNC(=O)c2cc(C(C)(C)C)nn2Cc2ccccc2)cc1	6	18%	.	3.1%	-6	2%	-2%	-4%	1%	-17%	-1%
O=C(O)CCCC(=O)N1CCN(c2cccc(Cl)c2)CC1	5	-5%	9%	3.5%	2	-25%	7%	4%	-2%	-21%	0%
CCc1nc2ccc(C(=O)NCc3ccc(C)o3)cc2nc1CC	1	.	.	0.1%	.	-3%	2%	1%	-2%	?	3%
COc1ccc2nc(SCC(C)=O)c(C#N)cc2c1	-6	2%	-24%	-3.9%	-1	4%	1%	-10%	-11%	-7%	8%
COCCN(C(=O)Cc1cccs1)c1nnc(-c2cccnc2)s1	-22	-4%	3%	0.0%	-4	4%	-2%	0%	-10%	6%	4%
Cc1oc(C(C)(C)C)cc1C(=O)N1CCN(C(c2ccccc2)c2ccccc2)CC1	44[activator]	-5%	.	-0.5%	-2	-6%	.	-2%	-5%	-22%	11%
O=S(=O)(Cc1ccc(Cl)cc1)N1CCCCCC1	5	-3%	.	-0.4%	.	-1%	4%	-1%	1%	30%	?
COc1cccc(-c2nc(CS(=O)(=O)CC(=O)NC3CC3)c(C)o2)c1	-9	.	.	5.3%	.	-3%	5%	1%	-9%	-12%	6%
COc1cc(CCC(=O)OCC(=O)Nc2cccc(S(=O)(=O)N(C)C)c2)cc(OC)c1OC	-15	0%	?	-0.4%	2	0%	-2%	-1%	-3%	6%	?
Cc1cccc(-n2ncc3c2CCCC3NC(=O)C2(C(N)=O)CC2)c1C (stereo not drawn)	-20	0%	.	-0.3%	.	5%	-6%	-1%	-3%	-54%[inhibitor]	-4%
CCOC(=O)CSc1cc(C(F)(F)F)nc(-c2ccccn2)n1	-18	-2%	1%	-0.3%	2	1%	-2%	-1%	-4%	5%	6%
O=C(Nc1ccccc1C(F)(F)F)c1ncn[nH]1	3	-6%	.	-0.4%	-4	-10%	-2%	0%	3%	-3%	-10%
O=[N+]([O-])c1cc(-c2ncccn2)cs1	?	-13%	16%	-3.8%	2	2%	2%	0%	0%	-8%	9%
CCOC(=O)C1=C(C)NC(C)=C(C(=O)OCC)C1C(=O)OCC(=O)NCc1ccc(F)cc1	1	.	.	0.1%	.	?	.	146%[activator]	-1%	0%	-7%
CCCC(=N)C1=C(O)CC(CC(C)SCC)CC1=O (stereo not drawn)	-13	-5%	6%	-0.5%	0	0%	-3%	0%	1%	-8%	?
Fc1ccc(N2CCN(/C=C/c3nnnn3-c3ccccc3)CC2)cc1	12	-2%	-13%	-0.2%	-1	-20%	2%	-2%	-2%	?	2%
O=C(Nc1c[nH]c(=O)[nH]c1=O)c1ccccc1Cl	-3	2%	-6%	0.2%	4	0%	0%	4%	-2%	-8%	7%
CCCC(=O)Nc1cccc(NC(=O)c2ccc(C)c([N+](=O)[O-])c2)c1	11	1%	24%	0.2%	1	-7%	3%	-5%	-4%	-26%	?
COc1ccccc1-c1cc(C(=O)Nc2cccnc2)no1	-16	-8%	17%	0.2%	-2	1%	-2%	1%	-5%	16%	?
c1ccc(CSC2=NNC(c3ccccn3)S2)cc1 (stereo not drawn)	10	1%	.	0.0%	3	3%	-1%	0%	3%	1%	?
CCOc1cccc(CNCCSc2nnnn2C)c1	-3	2%	-11%	0.0%	0	-1%	5%	2%	4%	?	-2%
CNC(=O)c1ccc(-n2nc(C)cc2-c2ccccc2)cc1	-3	-2%	.	0.1%	1	0%	-3%	2%	1%	-10%	-1%
Cc1ccccc1-c1cc2nc(C)c(C)c(=O)n2[nH]1	-3	2%	5%	-0.3%	0	-1%	2%	-2%	-2%	-5%	-3%
O=C(COC(=O)c1ccc(N2CCCC2=O)cc1)Nc1ccccc1	-14	.	.	-0.1%	.	-10%	.	-5%	-3%	17%	0%
O=C(Nc1ccc(N2CCOCC2)cc1)c1cccc(S(=O)(=O)N2CCCCC2)c1	19	9%	-3%	0.3%	-1	-7%	1%	-2%	-1%	13%	0%
Cc1ccc(NC(=O)N2CCCC2C(=O)NCCc2ccccc2)cc1 (stereo not drawn)	4	-9%	11%	-1.5%	-1	-3%	1%	0%	-3%	4%	-1%
Cc1c(Cl)cccc1NC(=O)CC1SCCNC1=O (stereo not drawn)	-4	-8%	-3%	0.0%	-1	-3%	0%	5%	-5%	35%	?
CCN(C(=O)COC(=O)CNC(=O)c1ccc(C)c(C)c1)C1CCS(=O)(=O)C1 (stereo not drawn)	-11	-12%	-11%	-0.8%	10	-1%	-3%	-1%	-7%	1%	-1%
CC(CNC(=O)c1ccccc1Cl)c1ccccc1 (stereo not drawn)	-15	2%	8%	0.6%	1	-3%	5%	1%	-1%	19%	5%
CCCCN(C(=O)c1ccc2c(c1)OCO2)C1CCS(=O)(=O)C1 (stereo not drawn)	-8	.	.	0.1%	.	2%	.	6%	-5%	-5%	3%
COC(=O)c1cnn2c(C)c(Cc3cccc(F)c3)c(C)nc12	-11	17%	2%	-0.6%	0	0%	0%	-1%	1%	-22%	?
c1ccc(-c2ncc(CN3CCN(c4ccccn4)CC3)[nH]2)cc1	1	1%	.	-0.3%	1	0%	-1%	6%	-5%	-12%	?
Cc1cc(OC(C)C(=O)NC2CC(C)(C)NC(C)(C)C2)c2c(C)cc(=O)oc2c1 (stereo not drawn)	20	.	.	0.2%	.	1%	0%	1%	-7%	-39%	?
Cc1ccc(C(=O)OC2CCN(c3ccc([N+](=O)[O-])cc3)CC2)cc1	7	2%	-8%	-0.4%	0	-1%	-1%	-5%	-1%	23%	1%
COc1ccc(Cl)cc1C(=O)Nc1ccccc1N1CCCCC1	-6	.	38%[activator]	-0.2%	2	-11%	4%	-2%	1%	-17%	6%
CC(=O)Nc1ccc(S(=O)(=O)Nc2cc3c(cc2C(C)=O)OCO3)cc1	6	-1%	1%	0.1%	5	-1%	-1%	2%	-10%	13%	-5%
CCc1cc2c(=O)oc(-c3ccccc3F)nc2s1	-24	2%	45%[activator]	-0.8%	1	0%	-6%	1%	-6%	16%	?
COc1ccc(-n2c(SCC(=O)Nc3ccc(C)cc3)nc(O)c(Cc3ccccc3)c2=O)cc1	24	-2%	?	-0.1%	11	2%	-4%	-6%	-3%	25%	7%
COC(=O)CCCCC(=O)C1C(=O)CC(C)(C)C(C(=O)OC)C1=O (stereo not drawn)	9	4%	-15%	-0.2%	0	-8%	1%	2%	-6%	8%	2%
CCOc1cc(/C=N/NC(N)=O)cc(Br)c1OCC(=O)Nc1ccccc1C	8	-1%	9%	-0.3%	2	-1%	5%	-23%	-5%	-44%	-6%
CN(C)C(=O)N1CCN(C(=O)c2ccccc2Sc2ccccc2C#N)CC1	3	-22%	-27%	-0.1%	-8	-1%	0%	3%	5%	18%	?
O=c1/c(=C/c2ccc(CNS(=O)(=O)c3ccccc3)o2)sc2n1CCN=2	10	15%	4%	0.0%	-7	6%	1%	11%	-8%	-10%	?
CCCCc1nc2sc3c(SCCN(C)C)ncnc3c2c2c1CCC2	?	2%	.	0.0%	-1	-3%	-2%	?	0%	-20%	8%
CCCn1nc(-c2nnc(-c3ccc(C)c(C)c3)o2)c2ccccc2c1=O	-16	0%	-13%	-0.2%	5	-3%	0%	3%	-13%	19%	-7%
